Bioassay records as filed in PubChem.
Eya2 inh: qHTS Assay for Inhibitors of the Phosphatase Activity of Eya2; Potency, µM (doses to about 76.9 µM), for the others: at the highest dose activity, negative = inhibition, most hits filed as inhibitors; recombinant Eya2, OMFP fluorescence dephosphorylation (OMFP is methylfluorescein phosphate); Protein phosphatase EYA2 (Homo sapiens), O00167; 330,000 tested, 0.006% active; AID 488837, 2010; further: potency means the concentration at half of the fitted maximal effect
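Eya2 (0.2 uM) preincubated 10 min at ambient with compound, then OMFP substrate added at 50 uM; 10 min reaction in 50 mM HEPES pH 7.5, 50 mM NaCl, 5 uM MgCl2, 0.05% BSA, 1 mM DTT. Fluorescence read at Ex 485/Em 525 nm.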
FBPA coupling cs: qHTS Assay for Inhibitors of Fructose-1,6-bisphosphate Aldolase from Giardia Lamblia: Coupling assay counterscreen | coupling enzyme system counterscreen, AmpLite Red fluorescence | activity change, negative = inhibition, % at 58.2 µM, hits read low | 290,000 tested, 0.67% active | AID 2472, 2010; in the data active means activity change below about -30%
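Activity here indicates interference with the coupling reaction, not aldolase inhibition. Compounds at 57.5 uM final met coupling enzymes for 10 min at RT; substrate and AmpLite Red detection followed, with a 525/598 nm fluorescence read after 20 min.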
KCNH2 3.1 block: qHTS for Inhibitors of KCHN2 3.1: Mutant qHTS; Potassium voltage-gated channel subfamily H member 2, brain isoform KCNH2 3.1 (human); U2OS KCNH2 3.1, thallium flux FluxOr; hits give low values; activity change, % (tested at about 1.8 µM); 340,000 tested, 0.95% active;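 active means maximum activity change below -70%; inconclusive means maximum activity change from -70% to -50%; inactive means maximum activity change above -50%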;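 further: thallium influx rate constant from kinetic fluorescence after stimulation buffer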
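Channel expression came from 3.1 mutant virus (1.77 x 10^8 /mL) applied to suspended U2OS cells for 4 h. Flux was tracked with FluxOr dye plus Red40 quencher, and kinetic rate constants normalized to controls.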
PKM2 act: qHTS Assay for Activators of Human Muscle isoform 2 Pyruvate Kinase; Potency, µM (top dose mostly 57.5 µM), inactives show at the top dose activation, hits mostly activators; 260,000 tested, 0.34% active; Pyruvate kinase PKM (Homo sapiens), P14618; purified PKM2, Kinase-Glo ATP luminescence, activation; response scale: 0% is enzyme alone, no compound; further: potency means the concentration at half of the fitted maximal effect; nearly all actives have a fitted effect of over 55% in size
Target sequence (P14618 whole entry, looked up, canonical isoform): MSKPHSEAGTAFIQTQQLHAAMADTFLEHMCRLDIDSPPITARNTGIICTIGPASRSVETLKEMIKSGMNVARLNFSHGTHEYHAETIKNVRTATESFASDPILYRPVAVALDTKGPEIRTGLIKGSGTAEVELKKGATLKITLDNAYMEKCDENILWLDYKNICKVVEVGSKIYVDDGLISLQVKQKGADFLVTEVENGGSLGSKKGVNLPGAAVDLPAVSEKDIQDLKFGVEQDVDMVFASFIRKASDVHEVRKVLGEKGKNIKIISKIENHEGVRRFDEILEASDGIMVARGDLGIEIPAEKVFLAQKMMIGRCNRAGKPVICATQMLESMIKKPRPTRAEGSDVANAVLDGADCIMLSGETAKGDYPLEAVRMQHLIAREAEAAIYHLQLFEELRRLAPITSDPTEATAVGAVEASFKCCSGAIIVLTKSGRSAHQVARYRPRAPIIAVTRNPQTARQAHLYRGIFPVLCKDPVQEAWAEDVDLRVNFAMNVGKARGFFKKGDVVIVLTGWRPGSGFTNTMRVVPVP
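Purified hPK-M2 (>95% pure) converted ADP (0.1 mM final) to ATP with 0.5 mM PEP in 50 mM imidazole pH7.2, KCl, MgCl2, Tween 20, BSA; 1 h at room temperature. ATP detected by Kinase-Glo luminescence.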
USP2a block: qHTS Assay for Inhibitors of Ubiquitin-specific Protease USP2a Using CHOP2 as the Reporter; Ubiquitin carboxyl-terminal hydrolase 2 (Homo sapiens), O75604; USP2 core, Ub-CHOP2 coupled fluorogenic reporter, 485/531; Potency, µM (highest dose often 38.3 µM), for the others: at the highest dose activity change, negative = inhibition, usual class: inhibitors; 330,000 tested, 0.01% active; AID 463254, 2010;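 further: potency means the concentration at half of the fitted maximal effect; plate controls were DMSO wells for no effect and full inhibition by NEM control for full effect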
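USP2 core (10nM final) preincubated 30min RT with compound in 20mM Tris-HCl pH 8.0, 2mM CaCl2, 2mM beta-mercaptoethanol, 0.05% CHAPS; 25nM Ub-CHOP2 plus 25nM reporter substrate added, fluorescence (Ex485/Em531) read after 60min.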
uPA generation: qHTS for Inhibitors of Cell Surface uPA Generation; cell surface uPA generation assay, qHTS; Potency, µM (highest dose often 38.3 µM), for the others: top-dose activity change, negative = inhibition, most hits filed as inhibitors; 330,000 tested, 0.31% active; active means well fitted inhibition curve with a large enough effect; inconclusive means small, poorly fitted or top-dose-only effect; inactive means no such curve, though single readings can be large or run the other way; tested in mouse RAW 264.7 cells; further: potency means the concentration at half of the fitted maximal effect; nearly all actives have a fitted effect of over 55% in size
B2AR arrestin: qHTS assay of beta-arrestin-biased ligands of beta2-adrenergic receptor | Beta-2 adrenergic receptor (Homo sapiens), P07550 | beta-arrestin recruitment to beta2AR, cell-based reporter | Potency, µM (doses to about 46.1 µM), for inactives: top-dose activation, hits mostly activators | 330,000 tested, 0.02% active | AID 492947, 2010;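 further: potency means the concentration at half of the fitted maximal effect; 0% = DMSO controls and full agonism = EC100 isoproterenol or metaproterenol; nearly all actives have a fitted effect of over 65% in size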
Target sequence (P07550 whole entry, looked up): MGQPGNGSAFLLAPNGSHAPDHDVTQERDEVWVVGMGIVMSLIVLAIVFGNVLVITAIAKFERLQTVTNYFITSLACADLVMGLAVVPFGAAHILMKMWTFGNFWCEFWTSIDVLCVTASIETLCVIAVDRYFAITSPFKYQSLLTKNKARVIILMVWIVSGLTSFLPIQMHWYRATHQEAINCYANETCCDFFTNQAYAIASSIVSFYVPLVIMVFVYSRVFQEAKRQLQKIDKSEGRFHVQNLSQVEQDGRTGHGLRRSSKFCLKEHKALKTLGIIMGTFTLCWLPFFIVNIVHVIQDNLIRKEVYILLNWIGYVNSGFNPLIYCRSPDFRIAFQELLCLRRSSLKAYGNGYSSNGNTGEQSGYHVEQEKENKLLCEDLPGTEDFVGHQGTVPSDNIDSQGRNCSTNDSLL
hERG WT inh: qHTS for Inhibitors of KCHN2 3.1: Wildtype qHTS. AID 720551, 2013. activity change, % at 1.84 µM. U2OS, BacMam KCNH2, thallium flux FluxOr; hits give low values. Voltage-gated inwardly rectifying potassium channel KCNH2 (Homo sapiens), Q12809. 340,000 tested, 0.37% active;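 active means maximum activity change below -70%; inconclusive means maximum activity change between -70% and -50%; inactive means maximum activity change above -50%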
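U2OS cells transduced with wild-type KCNH2 virus are loaded with FluxOr dye for 45 min, and thallium flux is measured in kinetic reads before and after stimulation buffer. Rate constants are normalized to DMSO controls.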
Giardia kill: Small Molecules that selectively kill Giardia lamblia: qHTS | AID 540267, 2011 | Giardia lamblia trophozoite viability | 340,000 tested, 0.15% active | activity change, % at 7.66 µM, hits read low; in the data active means activity change below about -80%; inconclusive means between about -30% and that limit;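 further: parasites exposed to compound for two days anaerobically before the ATP read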
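Trophozoites 100 cells/well + cpd; 48 hrs, 37 deg C, anaerobic. ATPLite 1-Step added, 15-30 min RT, luminescence read (ATP-based viability).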
Chronic BCR inh: qHTS Assay to Find Inhibitors of Chronic Active B-Cell Receptor Signaling. ABC-DLBCL IkBa-CBG/CBR reporter, luminescence ratio, 4 h. Potency, µM (series often up to 46.1 µM), for inactives: at the top dose ratio change, negative = lower green/red ratio, usual class: inhibitors. 340,000 tested, 0.05% active. AID 493014, 2011; active means well fitted inhibition curve with a large enough effect in the signal ratio, with a control signal flat, not every such curve was filed as active; inconclusive means small, poorly fitted or top-dose-only effect, or effect the other way, or a change in a side signal; the % refers to the signal ratio;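 further: potency means the concentration at half of the fitted maximal effect; plate controls were basal doxycycline-induced cells for no effect and cells given 10 µM MG132 for full effect; MG132 reads +100%, hits lower the ratio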
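Concentration-response series (up to 46 uM) were applied to TMD8 dual-reporter cells for 4 h at 37C with doxycycline. Green/red ratio, after filter-overlap correction, defined %Activity; red signal alone was normalised to basal cells and zero luminescence.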
GALK inh: qHTS Assay for Inhibitors of Human Galactokinase (GALK); 270,000 tested, 0.007% active; P51570; Purified GALK, Kinase-Glo residual ATP luminescence; Potency, µM (series often up to 57.5 µM), without a hit: top-dose activity change, negative = inhibition, most hits filed as inhibitors; AID 1868, 2009; further: potency means the concentration at half of the fitted maximal effect
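GALK at 5 nM final was combined with compound, 35 uM ATP and 100 uM galactose in HEPES pH8.0 with MgCl2 and DTT. The reaction ran one hour at room temperature before luminescent ATP detection.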
Active calls of the source: *; i = inactive; ? = inconclusive; nt = not tested or not shown; [ ] = remark or other dose. Unless noted, the call rests on the fitted dose curve; in most records, active means well fitted curve in the direction sought with a large enough effect; inconclusive means small, poorly fitted or top-dose-only effect, or another doubt; inactive means no such curve, though single readings can be large; an effect the other way counts as inactive or inconclusive. Unless noted, on the % scale 0 is the no-effect control and ±100 the full control effect.

Values run as follows: Eya2 inh	FBPA coupling cs	KCNH2 3.1 block	PKM2 act	USP2a block	uPA generation	B2AR arrestin	hERG WT inh	Giardia kill	Chronic BCR inh	GALK inh
Cc1ccc(C2CC(c3ccc(Cl)cc3)=NNC2=O)cc1 (stereo not given)
    -18.1%	-0.2	3.0	0.4%	-8.5%	-1.2%	0.0%	-18.3	-5.3	12.5%	0.3%
Cc1cccc(N2CCN(C(=O)c3ccc4c(c3)c(C)c(C)n4C)CC2C)c1 (stereo not given)
    -8.0%	nt	-6.2	nt	-7.4%	-1.1%	0.1%	-8.8	9.4	?	2.7%
COC(=O)[C@@]1(Cc2ccccc2)[C@H]2C(=O)N(Cc3ccccc3)C(=O)[C@H]2[C@H]2CN=C(SCC3CC3)N21
    -3.2%	nt	9.9	nt	4.7%	?	-0.9%	0.8	12.7	0.1%	nt
C/C(=N\Nc1nccnc1Cl)c1c(F)c(F)c(F)c(F)c1F
    1.2%	-0.6	-0.9	-0.4%	-8.1%	4.4%	-0.6%	i	-8.0	0.0%	nt
COCCNC(=O)C(c1cccs1)N(Cc1cccs1)C(=O)Cn1nnc2ccccc21 (stereo not given)
    -7.0%	1.2	7.2	1.8%	2.5%	-3.0%	-0.7%	-9.1	-2.0	-6.4%	0.9%
O=C(NC(=S)Nc1ccc([N+](=O)[O-])cc1O)C1CCCCC1
    -1.6%	nt	-1.7	-1.7%	1.5%	-10.2%	-0.1%	-8.5	13.3	?	4.4%
Cc1ccc(SCc2[nH]nc3c2C2(C(=O)N(C)c4ccccc42)C(C#N)=C(N)O3)cc1 (stereo not given)
    -35.4%	0.2	-3.9	-0.6%	-4.9%	3.8%	0.2%	4.4	12.5	6.0%	-4.6%
Cc1ccc2c(c1)-c1[nH]c(=S)ncc1CS2
    11.0%	-3.0	4.4	-0.6%	-0.9%	13.1%	-0.4%	1.9	-13.8	1.2%	0.9%
Cc1cc(Br)ccc1OCC(=O)NNC(=O)Cc1ccccc1
    -26.1%	4.3	11.9	-11.3%	0.7%	5.4%	0.1%	2.7	-11.4	6.0%	0.9%
COc1ccc(NC(=O)C23CC4CC(C2)CC(n2cnc(Br)n2)(C4)C3)c(OC)c1
    10.6%	-0.5	-6.3	-12.2%	-7.7%	-1.1%	3.0%	10.1	20.4	?	0.3%
COc1ccnc(N=CNOCc2cccc(C(F)(F)F)c2)c1C#N
    -12.1%	-0.5	-0.3	0.2%	1.6%	-0.2%	-0.9%	-6.2	7.0	5.9%	-3.1%
Cc1ccc(NC(=O)C(C)OC(=O)/C=C/c2ccccc2)cc1S(=O)(=O)N1CCOCC1 (stereo not given)
    11.3%	nt	-3.8	nt	0.6%	-3.0%	3.5%	-11.3	-17.2	?	nt
COc1ccc(-n2ncc3c(NCc4ccco4)ncnc32)cc1
    -4.6%	-8.7	5.2	0.7%	-1.0%	nt	-0.6%	1.1	-19.5	?	2.9%
N#CCSc1nc2ccc(N3CCCCC3)cc2c(=O)n1Cc1ccccc1
    -9.4%	-17.9	-0.1	12.0%	2.4%	2.4%	0.3%	2.9	-7.1	1.7%	0.0%
O=C(N/N=C/c1cccc(O)c1)c1ccc(COc2ccccc2Br)cc1
    -3.7%	-3.0	-2.7	6.3%	0.5%	0.0%	-0.7%	-1.4	-3.9	?	0.6%
COc1cccc(/C=N/NC(=O)CNC(=O)COc2ccccc2)c1O
    5.0%	4.8	-7.8	0.1%	4.8%	?	3.5%	18.3	27.3	1.4%	-0.1%
O=C(CSCc1c(Cl)cccc1Cl)NN=C1CCCC1
    11.9%	1.9	11.4	2.2%	3.1%	1.7%	0.0%	-0.8	7.0	-19.3%	-2.1%
CCc1ccc(NC(=O)Cc2ccc(OC)cc2)cc1
    -0.9%	-1.1	nt	-6.1%	2.3%	nt	3.6%	nt	nt	-0.8%	2.7%
COc1ccc(OCCSc2nc(C)nc3ccccc23)cc1
    3.0%	1.3	-21.3	-0.9%	-0.9%	0.8%	-1.0%	-9.9	16.8	-0.1%	5.6%
CC(=O)c1ccc(OCCCC(=O)Nc2cc(Cl)ccc2-n2cncn2)cc1
    6.7%	-0.3	3.2	-0.2%	0.4%	16.4%	-0.4%	20.2	10.2	-2.2%	1.9%
COc1ccc(-n2nc(C(=O)NCC(=O)N3CCOCC3)c3ccccc3c2=O)cc1OC
    -4.6%	5.0	0.6	2.4%	2.4%	-1.6%	0.1%	3.4	4.9	5.4%	0.9%
Cc1cc(NC(=O)c2c(F)cccc2F)n(-c2nc3ccccc3[nH]2)n1
    6.6%	-1.2	-11.2	-2.2%	-1.8%	nt	-0.3%	1.2	-3.5	?	-2.4%
CC(NC(=O)C1CCC(CNc2c(N3CCCCC3)c(=O)c2=O)CC1)c1ccccc1 (stereo not given)
    -25.3%	3.1	-3.8	-4.7%	1.2%	3.3%	-0.6%	1.3	17.7	?	-1.1%
Cc1ccnc(NS(=O)(=O)c2ccc3ccccc3c2)n1
    -0.2%	-0.4	-23.7	0.0%	3.0%	-1.4%	0.5%	-8.3	7.8	7.6%	0.9%
O=C(Nc1cccc(C(F)(F)F)c1)c1cccnc1N1CCN(CCO)CC1
    8.0%	1.7	-0.5	-8.5%	0.4%	1.1%	0.3%	11.5	0.5	-10.3%	2.1%
COc1ccccc1CNC(=O)COC(=O)Cc1ccc(Cl)cc1
    0.3%	-0.7	11.9	-16.0%	3.4%	11.7%	0.5%	-1.9	25.9	5.3%	-1.5%
O=S(=O)(Nc1ccc2c(c1)OCCO2)c1c(F)cccc1F
    13.4%	-2.2	4.0	0.5%	1.3%	-12.4%	-0.9%	-12.8	4.8	1.3%	-0.2%
Cc1ccc(S(=O)(=O)N2CCCC2C(=O)NCCc2nc3ccccc3[nH]2)cc1 (stereo not given)
    -7.9%	0.2	-1.1	3.9%	-0.8%	7.2%	-0.4%	5.0	-5.8	-9.0%	-0.3%
COc1cc2c(cc1OC)CN(C(=O)CCNS(=O)(=O)c1ccccc1F)CC2
    -14.6%	nt	13.2	-0.8%	1.5%	1.0%	-0.1%	-2.0	9.9	-1.4%	5.5%
Cc1ccc2oc(-c3cccc(NC(=S)NC(=O)c4cccs4)c3)nc2c1
    -14.1%	1.0	-7.3	0.8%	4.3%	2.1%	0.3%	-7.2	-11.2	?	1.5%
O=C(c1ccc(S(=O)(=O)N2CCOCC2)cc1)N1CCN(S(=O)(=O)c2ccc(Cl)s2)CC1
    2.1%	-0.6	4.5	-0.9%	1.2%	-16.5%	-0.4%	-4.3	9.6	4.5%	-1.4%
Cc1ccc(C(=O)N2N=C(c3ccc(NS(C)(=O)=O)cc3)CC2c2cccs2)cc1 (stereo not given)
    -29.0%	-2.3	?	nt	4.1%	-10.0%	0.5%	nt	15.5	?	-4.5%
CCCCOC(=O)Cn1c(=N)n(CCN(CC)CC)c2ccccc21
    -2.9%	3.3	0.3	-3.8%	0.8%	-3.3%	0.2%	26.6	-2.0	11.1%	0.6%
COc1ccccc1/C=C/C(=O)NCC(=O)N/N=C(/C)c1ccc(Cl)cc1
    -14.4%	3.2	4.2	-1.2%[0.46 µM]	-3.8%	19.6%	0.3%	-6.0	-0.5	-15.4%	7.7%
CCNC(=O)CN1C(=O)NC2(CCCc3cc(OC)ccc32)C1=O (stereo not given)
    -8.2%	1.5	15.5	-6.3%	0.7%	3.7%	0.1%	47.8	-9.2	-28.5%	-0.6%
C=CC[C@@H](CC(=O)N(CCO)Cc1ccccc1)C(=O)N[C@H](COC(=O)[C@@H](CC=C)Cc1ccc(F)cc1)Cc1c[nH]c2ccccc12
    -19.6%	nt	nt	nt	-10.4%	?	0.0%	nt	-7.2	?	nt
O=C(CCCOc1ccccc1)Nc1nccs1
    -8.0%	-0.6	2.7	22.6%	2.4%	0.5%	-0.4%	7.9	3.3	8.4%	1.9%
CN(CCCN1CCOCC1)C(=O)c1ccc2nc(Cc3cccc(Cl)c3)oc2c1
    -6.2%	nt	nt	14.5%	-6.0%	-4.8%	-0.1%	0.5	23.1	8.8%	-2.7%
